Screens from PubChem.
KCNH2 3.1 block: inhibitors of human KCNH2 3.1 potassium channel isoform; U2OS KCNH2 3.1, thallium flux FluxOr; active compounds read low; activity change, % (tested at about 1.8 µM); 340,000 compounds, 0.95% hits;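 active = maximum activity change below -70%; inconclusive = maximum activity change from -70% to -50%; inactive = maximum activity change above -50%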;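 also: thallium influx rate constant from kinetic fluorescence after stimulation buffer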
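We transduce U2OS cells with the mutant 3.1 virus, culture them overnight, load FluxOr with Red40 quencher for 45 min, then add stimulation buffer and read kinetically for 2 min to derive a normalized rate constant.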
USP2a inh: USP2a (human) protease inhibition | USP2 core, Ub-CHOP2 coupled fluorogenic reporter, 485/531 | Potency, µM (top dose mostly 38.3 µM), inactives show at the top dose activity change, negative = inhibition, most hits filed as inhibitors | 330,000 compounds, 0.01% hits;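 also: potency is read from the fitted curve at half-maximal effect; plate controls were DMSO wells for no effect and full inhibition by NEM control for full effect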
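Deubiquitinase activity read as fluorescence (485/531 nm) after Ub-CHOP2 cleavage activates the enterokinase reporter on its substrate; USP2 core 10nM, Ub-CHOP2 and substrate 25nM each, 30min compound preincubation then 60min RT; data normalized to NEM, curves fitted.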
GALK inhibitor: inhibitors of human galactokinase | Purified GALK, Kinase-Glo residual ATP luminescence | P51570 | Potency, µM (highest dose often 57.5 µM), for inactives: top-dose activity change, negative = inhibition, most hits filed as inhibitors | AID 1868 | 270,000 compounds, 0.007% hits; also: potency is read from the fitted curve at half-maximal effect
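The enzyme phosphorylates galactose (100 uM) using ATP (35 uM); inhibition is detected as higher residual ATP, quantified by bioluminescence after 1 h reaction at room temperature, pH 8.0.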
hERG WT inh: inhibitors of human wildtype KCNH2 potassium channel. U2OS, BacMam KCNH2, thallium flux FluxOr; active compounds read low. activity change, % at 1.84 µM. Q12809. 340,000 compounds, 0.37% hits;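 active = maximum activity change below -70%; inconclusive = maximum activity change between -70% and -50%; inactive = maximum activity change above -50%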
Target sequence (Q12809 whole entry, looked up): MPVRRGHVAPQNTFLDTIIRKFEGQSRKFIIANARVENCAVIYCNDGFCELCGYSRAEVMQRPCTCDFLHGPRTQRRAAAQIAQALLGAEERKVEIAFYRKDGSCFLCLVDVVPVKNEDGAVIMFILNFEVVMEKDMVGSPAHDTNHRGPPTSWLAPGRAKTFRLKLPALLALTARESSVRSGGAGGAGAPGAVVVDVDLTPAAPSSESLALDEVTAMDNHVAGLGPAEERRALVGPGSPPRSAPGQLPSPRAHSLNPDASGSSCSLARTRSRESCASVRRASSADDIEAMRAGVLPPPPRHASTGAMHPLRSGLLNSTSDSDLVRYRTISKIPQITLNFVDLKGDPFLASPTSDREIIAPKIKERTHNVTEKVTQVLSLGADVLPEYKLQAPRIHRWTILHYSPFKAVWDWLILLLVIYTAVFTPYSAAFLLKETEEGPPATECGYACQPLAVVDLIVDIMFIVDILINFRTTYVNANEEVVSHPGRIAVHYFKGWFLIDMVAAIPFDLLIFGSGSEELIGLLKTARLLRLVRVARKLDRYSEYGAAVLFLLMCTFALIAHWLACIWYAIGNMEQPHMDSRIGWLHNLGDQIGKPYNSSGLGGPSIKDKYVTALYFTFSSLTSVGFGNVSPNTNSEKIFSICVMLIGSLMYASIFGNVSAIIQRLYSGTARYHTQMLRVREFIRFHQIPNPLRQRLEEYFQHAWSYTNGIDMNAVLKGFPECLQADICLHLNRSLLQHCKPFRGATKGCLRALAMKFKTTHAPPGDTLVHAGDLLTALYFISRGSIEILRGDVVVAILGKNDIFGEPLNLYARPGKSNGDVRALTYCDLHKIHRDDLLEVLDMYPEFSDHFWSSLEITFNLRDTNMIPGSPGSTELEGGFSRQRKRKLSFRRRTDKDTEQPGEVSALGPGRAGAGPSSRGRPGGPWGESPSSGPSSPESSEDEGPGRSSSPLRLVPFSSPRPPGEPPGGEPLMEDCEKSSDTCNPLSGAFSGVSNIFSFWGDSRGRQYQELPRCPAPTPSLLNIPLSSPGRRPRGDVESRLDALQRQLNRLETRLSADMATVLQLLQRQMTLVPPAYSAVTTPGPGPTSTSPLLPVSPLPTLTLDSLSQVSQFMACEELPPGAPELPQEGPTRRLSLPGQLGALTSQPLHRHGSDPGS
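U2OS cells were transduced with wild-type KCNH2 virus (2.03 x 10^8 / mL) for 4 h at room temperature, then cultured overnight at 37 C. Thallium flux was read with FluxOr dye. Rate constants were normalized to DMSO controls.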
BCR signal inh: inhibitors of chronic active B-cell receptor signaling. ABC-DLBCL IkBa-CBG/CBR reporter, luminescence ratio, 4 h. Potency, µM (highest dose often 46.1 µM), for inactives: at the top dose ratio change, negative = lower green/red ratio, usual class: inhibitors. 340,000 compounds, 0.05% hits; active = well fitted inhibition curve with a large enough effect in the signal ratio, with a control signal flat, not every such curve was filed as active; inconclusive = small, poorly fitted or top-dose-only effect, or effect the other way, or a change in a side signal; the % refers to the signal ratio;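 also: potency is read from the fitted curve at half-maximal effect; plate controls were basal doxycycline-induced cells for no effect and cells given 10 µM MG132 for full effect; MG132 reads +100%, hits lower the ratio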
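TMD8 human ABC-DLBCL cells with doxycycline-inducible IκBα–green luciferase fusion and unfused red luciferase, in 0.5% FBS medium; compounds up to 46 uM, 4 h at 37C. Green/red luminescence ratio, filter-overlap corrected, fitted to concentration-response curves.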
B2AR arrestin: agonists driving beta-arrestin recruitment to human beta2-adrenergic receptor; beta-arrestin recruitment to beta2AR, cell-based reporter; Potency, µM (top dose mostly 46.1 µM), without a hit: at the top dose activation, usual class: activators; 330,000 compounds, 0.02% hits;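 also: potency is read from the fitted curve at half-maximal effect; 0% = DMSO controls and full agonism = EC100 isoproterenol or metaproterenol; nearly all actives have a fitted effect of over 65% in size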
Eya2 inh: Eya2 (human) phosphatase inhibition. 330,000 compounds, 0.006% hits. Potency, µM (titrated, usually from 76.9 µM), for inactives: top-dose activity, negative = inhibition, usual class: inhibitors. recombinant Eya2, OMFP fluorescence dephosphorylation (OMFP is methylfluorescein phosphate); also: potency is read from the fitted curve at half-maximal effect
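Eya2 (0.2 uM) preincubated 10 min at ambient with compound, then OMFP substrate added at 50 uM; 10 min reaction in 50 mM HEPES pH 7.5, 50 mM NaCl, 5 uM MgCl2, 0.05% BSA, 1 mM DTT. Fluorescence read at Ex 485/Em 525 nm.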
PKM2 act: PKM2 (human) enzyme activation | purified PKM2, Kinase-Glo ATP luminescence, activation; response scale: 0% is enzyme alone, no compound | P14618 | Potency, µM (highest dose often 57.5 µM), for inactives: at the top dose activation, most hits filed as activators | 260,000 compounds, 0.34% hits; also: potency is read from the fitted curve at half-maximal effect; nearly all actives have a fitted effect of over 55% in size
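Purified hPK-M2 (>95%) run at intermediate activity with 0.1 mM ADP and 0.5 mM PEP in 50 mM imidazole pH 7.2, KCl, MgCl2; 1 h room temperature. ATP formed read by Kinase-Glo luminescence; normalized to uninhibited and no-enzyme controls.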
FBPA coupling cs: counter-screen for Giardia aldolase inhibitors: coupling enzyme system | 290,000 compounds, 0.67% hits | coupling enzyme system counterscreen, AmpLite Red fluorescence | AID 2472 | activity change, negative = inhibition, % at 58.2 µM, hits read low; in the data active = activity change below about -30%
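Final compound at 57.5 uM, incubated 10 min at RT with coupling enzyme reagent (glyceraldehyde-3-phosphate), then 20 min with substrate and AmpLite Red detection. Fluorescence read at 525/598 nm; tests interference with the coupling assay, not aldolase inhibition.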
Giardia killer: kills Giardia lamblia; Giardia lamblia trophozoite viability; activity change, % at 7.66 µM, hits read low; 340,000 compounds, 0.15% hits; in the data active = activity change below about -80%; inconclusive = between about -30% and that limit;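 also: parasites exposed to compound for two days anaerobically before the ATP read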
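Killing of trophozoites was scored by loss of ATP luminescence after a 48 hrs anaerobic exposure to compounds at 37 deg C, using 100 cells per well.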
uPA surface inh: inhibitors of cell surface uPA generation. cell surface uPA generation assay, qHTS. Potency, µM (top dose mostly 38.3 µM), inactives show top-dose activity change, negative = inhibition, actives largely listed as inhibitors. 330,000 compounds, 0.31% hits. AID 540303; active = well fitted inhibition curve with a large enough effect; inconclusive = small, poorly fitted or top-dose-only effect; inactive = no such curve, though single readings can be large or run the other way; tested in mouse RAW 264.7 cells; also: potency is read from the fitted curve at half-maximal effect; nearly all actives have a fitted effect of over 55% in size
Active calls of the source: *; u = inconclusive; x = not tested or not shown. Unless noted, calls follow the shape of the dose curve; as a rule, active = well fitted curve in the direction sought with a large enough effect; inconclusive = small, poorly fitted or top-dose-only effect, or another doubt; inactive = no such curve, though single readings can be large; an effect the other way counts as inactive or inconclusive. Unless noted, % is scaled to controls: 0 for no effect and ±100 for the full control effect. An unsorted share of the library; 2.4% or so of the library scored in one or more.

SMILES	USP2a inh	Eya2 inh	GALK inhibitor	B2AR arrestin	uPA surface inh	FBPA coupling cs	Giardia killer	hERG WT inh	KCNH2 3.1 block	PKM2 act	BCR signal inh
CSCCC(NC(N)=O)C(=O)NCc1ccc(Cl)cc1 (stereo unspecified)	1%	-5%	-3%	-0.2%	1%	4	-3	-2	1	-20%	u
CC(C)C(=O)Nc1ccc2c(c1)nc(CCN1CCN(c3ccccn3)CC1)n2C	3%	0%	0%	-1.0%	-1%	-4	-25	39	-8	x	u
Cc1cccc(NC(=O)c2cnn(-c3ccc(F)cc3)c2C2CCNCC2)c1C	1%	-12%	-1%	-0.2%	-2%	0	6	8	-6	1%	u
O=C(CNc1cccc([N+](=O)[O-])c1)NC(=O)NC1CCCCC1	-8%	-5%	x	-0.2%	3%	x	4	28	x	x	u
CC(=O)c1cccc(NC(=S)N2CCN(S(=O)(=O)c3ccccc3)CC2)c1	0%	10%	3%	-0.2%	-10%	1	1	0	-2	0%	-1%
O=C(CN1C(=O)CC(c2ccccc2)=Nc2ccccc21)NCc1ccccc1	-2%	-5%	-1%	-0.1%	10%	5	8	0	-7	0%	3%
O=C(Nc1ccncc1)c1cccc(S(=O)(=O)N2CCN(c3ccc(F)cc3)CC2)c1	-2%	-3%	x	-0.2%	-29%	x	3	6	u	x	-7%
CCOC(=O)c1sc(NC(=O)COC(=O)CNC(=O)c2ccco2)c(C(=O)OCC)c1C	2%	-1%	1%	-0.1%	0%	2	1	-3	x	-15%	u
Nc1ccccc1NC1=CC(=O)CC(c2ccccc2)C1 (stereo unspecified)	1%	-9%	1%	-0.1%	x	-1	x	x	x	-7%	3%
Cc1cc(C)c2ccc3c(C)c(C)nc3c2[nH]1	-1%	3%	1%	0.3%	13%	-6	-9	17	-2	3%	u
O=C(COC(=O)[C@@H]1CCCN1C(=O)c1cccs1)NCCc1ccccc1	1%	26%	0%	-0.7%	2%	4	15	10	6	-1%	u
c1ccc(COc2cncc(-c3cccnc3)c2)cc1	4%	16%	x	-3.5%	6%	x	28	5	19	x	3%
O=C(Nc1ccnn1C1CCN(CC2CC=CCC2)CC1)c1ccccc1 (stereo unspecified)	1%	8%	x	-0.7%	-4%	1	-11	53	-27	-6%	13%
Cc1cc(C(C)(C)C)ccc1OCCn1ccnc1	4%	-6%	4%	-0.3%	0%	0	2	19	1	-3%	u
Cn1nc(C(F)(F)F)c(-c2ccc(Br)cc2)c1NC(=O)C1CCC1C(=O)O (stereo unspecified)	1%	-18%	x	-0.9%	2%	10	-20	-1	2	2%	6%
Cc1ccc(NC(=O)c2ccc(CNc3c(N4CCOCC4)c(=O)c3=O)cc2)cc1	-1%	-6%	3%	0.1%	u	2	5	-4	10	-2%	-4%
C=C(Cl)COc1ccc2c(CCCC)cc(=O)oc2c1	4%	-24%	0%	0.1%	-3%	0	11	-1	-31	19%	14%
CCn1c(SCC(=O)N2CCCc3ccccc32)nnc1-c1c[nH]c2ccccc12	-2%	-2%	0%	-0.3%	6%	2	9	-4	-6	0%	-9%
CCCCN(CC(=O)NCc1ccc(F)cc1)C(=O)c1ccco1	2%	11%	1%	-1.1%	10%	3	15	x	24	7%	-1%
COc1ccc(CNS(=O)(=O)c2ccc(Br)s2)cc1	-1%	-6%	-3%	0.0%	-2%	-2	8	-1	27	x	2%
Cc1cc(C)c(C#N)c(SCc2nc3ccccc3[nH]2)n1	3%	8%	0%	0.2%	-1%	-2	14	-17	-3	30%	11%
C[C@@H]1CN([C@H](C)CO)C(=O)c2cc(NC(=O)Cc3ccccc3)ccc2O[C@H]1CN(C)Cc1ccc(Oc2ccccc2)cc1	1%	22%	x	0.0%	u	x	4	-2	-6	x	-2%
COc1cc(OC)cc(C(=O)OCC(=O)Nc2ccc(F)cc2F)c1	2%	-5%	-1%	-0.2%	7%	-3	-2	2	-16	4%	u
CCOc1ccc(CCNC(=O)CCNS(=O)(=O)c2ccc3c(c2)CCN3C(C)=O)cc1OCC	-1%	0%	-2%	0.4%	2%	1	-5	4	-4	x	-7%
CCS(=O)(=O)n1nc(-c2ccc(OC)cc2)nc1SC	1%	-28%	-1%	0.3%	-3%	2	-4	4	4	-3%	6%

Part of the list above in order of length of the SMILES, low to high:
SMILES	USP2a inh	Eya2 inh	GALK inhibitor	B2AR arrestin	uPA surface inh	FBPA coupling cs	Giardia killer	hERG WT inh	KCNH2 3.1 block	PKM2 act	BCR signal inh
Cc1cc(C)c(C#N)c(SCc2nc3ccccc3[nH]2)n1	3%	8%	0%	0.2%	-1%	-2	14	-17	-3	30%	11%
CCCCN(CC(=O)NCc1ccc(F)cc1)C(=O)c1ccco1	2%	11%	1%	-1.1%	10%	3	15	x	24	7%	-1%
CC(C)C(=O)Nc1ccc2c(c1)nc(CCN1CCN(c3ccccn3)CC1)n2C	3%	0%	0%	-1.0%	-1%	-4	-25	39	-8	x	u

(listing goes on)
SMILES	USP2a inh	Eya2 inh	GALK inhibitor	B2AR arrestin	uPA surface inh	FBPA coupling cs	Giardia killer	hERG WT inh	KCNH2 3.1 block	PKM2 act	BCR signal inh
COc1ccc(NS(=O)(=O)c2cccc(C(=O)N/N=C/c3ccccc3OC)c2)cc1	3%	1%	x	-1.0%	-2%	x	13	1	-3	x	u
CCCOc1cccc(C(=O)NC(=S)Nc2cccc(C(F)(F)F)c2)c1	0%	-35%	1%	-0.6%	12%	1	3	-9	-14	-4%	u
COc1ccc(CC(=O)NCc2nnc(SCC(=O)Nc3ccc(OC)cc3)n2C)cc1	4%	-4%	-1%	0.1%	0%	0	4	x	-27	-1%	3%
O=C(O)CC1CCCC(c2ccccc2)C1=O (stereo unspecified)	0%	-3%	0%	-0.7%	4%	-1	0	1	8	-4%	6%
COc1ccc(OC)c(NC(=O)CCc2nnc3ccc(N4CCC(C)CC4)nn23)c1	0%	11%	1%	-0.1%	1%	2	-20	-14	-4	x	u
O=C(NC(CO)Cc1ccccc1)c1ccccc1 (stereo unspecified)	3%	5%	x	-0.7%	-3%	0	-13	2	5	-1%	u
Cc1cc2cc(C)c3nnc(SCC(=O)NCc4ccc5c(c4)OCO5)n3c2cc1C	0%	u	-3%	-0.6%	1%	-4	6	-3	18	4%	-5%
COc1ccccc1NC(=O)CSc1nnc(CC(=O)Nc2ccccc2)n1C	1%	-5%	-1%	-0.9%	-2%	0	-15	-3	-9	-5%	-10%
CSc1ncc(C(=O)Nc2ccccc2)cn1	1%	-2%	0%	-0.4%	10%	0	17	7	-4	3%	-1%
O=C1c2nc3cc(-c4ccccc4)[nH]n3c(=O)c2CN1Cc1ccccc1	-1%	-12%	2%	-0.7%	12%	3	-1	4	13	-2%	-10%
CCOc1cc(C)c(-c2onc(C(F)(F)F)c2-c2csc(C)n2)c(O)c1	-7%	-7%	-1%	0.2%	x	-3	-12	1	-9	0%	5%
O/C(=C\Sc1nnc(Cc2ccccc2)o1)c1ccc(F)cc1	3%	13%	1%	-3.9%	7%	2	-16	10	19	-6%	u
O=C(CN(C(=O)c1csnn1)c1cccc2ccccc12)NC1CCCC1	4%	-6%	0%	0.5%	-1%	-1	1	14	34	2%	-10%
Cc1cccc2cc3c(NC(=O)CC(C)C)nn(C)c3nc12	0%	7%	3%	0.2%	8%	-1	2	-10	0	-18%	11%
Cc1ccc(C(=O)NCCC(=O)NCc2ccco2)cc1	-1%	16%	-7%	0.3%	12%	3	15	-10	6	-10%	-2%
Cc1ccc(-c2csc(NC(=O)/C=C/c3cccs3)n2)cc1C	0%	0%	2%	-0.4%	0%	0	11	13	-2	-1%	16%
O=C(C1COc2ccccc2O1)N1CCCC1 (stereo unspecified)	1%	2%	1%	0.2%	4%	5	7	-2	-12	11%	17%
CCOC(=O)C(NC(=O)c1ccccc1OCC)(Nc1ncccn1)C(F)(F)F (stereo unspecified)	-6%	2%	5%	-0.7%	8%	-1	-6	-27	34	4%	-16%
COc1ccc(CCNC(=O)c2ccc(N(C)S(=O)(=O)c3ccccc3)cc2)cc1	8%	10%	1%	-1.7%	-3%	-1	19	13	0	1%	-11%
Cc1ccccc1OCC(=O)OCC(=O)NCC1CCCCC1	6%	-18%	x	-0.1%	1%	x	-19	5	-11	x	2%
CCOP(=O)(OCC)c1nc(Cc2ccccc2)oc1NCc1ccccc1	0%	1%	0%	-0.7%	4%	2	-10	-40	-3	5%	-6%
CCN(CC(=O)Nc1c(F)cccc1F)C(=O)c1ccccn1	0%	-13%	x	-0.4%	-3%	x	-18	-11	6	x	0%
CCOC(=O)Cn1c(-c2nonc2NC(=O)c2ccccc2F)nc2ccccc21	-1%	2%	4%	-0.1%	-6%	2	-5	16	9	6%	-10%
O=C(Cn1c(N2CCN(c3ccccc3)CC2)nc2ccccc21)c1ccccc1	2%	-17%	2%	0.3%	10%	5	-6	14	5	-3%	-4%
NS(=O)(=O)c1ccc(CCNC(=O)C2CCCO2)cc1 (stereo unspecified)	0%	-28%	0%	-2.9%	1%	0	13	-7	-9	u	7%
